RBX1-CUL1 inh: inhibitors of human ROC1-CUL1 ubiquitin ligase activity | E3 ubiquitin-protein ligase RBX1 (Homo sapiens) + Cullin-1 (Homo sapiens), P62877+Q13616 | in vitro K48 di-Ub FRET, acceptor:donor ratio, 45 min | inhibition, % at 10 µM | actives 0.6% (n = 140,000) | AID 1347404, 2020; in the data active means inhibition above about 25%
Target sequence (P62877 whole entry, looked up): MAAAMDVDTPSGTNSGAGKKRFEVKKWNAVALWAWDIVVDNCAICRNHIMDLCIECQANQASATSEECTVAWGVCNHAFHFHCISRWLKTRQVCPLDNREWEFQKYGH
Target sequence (Q13616 whole entry, looked up): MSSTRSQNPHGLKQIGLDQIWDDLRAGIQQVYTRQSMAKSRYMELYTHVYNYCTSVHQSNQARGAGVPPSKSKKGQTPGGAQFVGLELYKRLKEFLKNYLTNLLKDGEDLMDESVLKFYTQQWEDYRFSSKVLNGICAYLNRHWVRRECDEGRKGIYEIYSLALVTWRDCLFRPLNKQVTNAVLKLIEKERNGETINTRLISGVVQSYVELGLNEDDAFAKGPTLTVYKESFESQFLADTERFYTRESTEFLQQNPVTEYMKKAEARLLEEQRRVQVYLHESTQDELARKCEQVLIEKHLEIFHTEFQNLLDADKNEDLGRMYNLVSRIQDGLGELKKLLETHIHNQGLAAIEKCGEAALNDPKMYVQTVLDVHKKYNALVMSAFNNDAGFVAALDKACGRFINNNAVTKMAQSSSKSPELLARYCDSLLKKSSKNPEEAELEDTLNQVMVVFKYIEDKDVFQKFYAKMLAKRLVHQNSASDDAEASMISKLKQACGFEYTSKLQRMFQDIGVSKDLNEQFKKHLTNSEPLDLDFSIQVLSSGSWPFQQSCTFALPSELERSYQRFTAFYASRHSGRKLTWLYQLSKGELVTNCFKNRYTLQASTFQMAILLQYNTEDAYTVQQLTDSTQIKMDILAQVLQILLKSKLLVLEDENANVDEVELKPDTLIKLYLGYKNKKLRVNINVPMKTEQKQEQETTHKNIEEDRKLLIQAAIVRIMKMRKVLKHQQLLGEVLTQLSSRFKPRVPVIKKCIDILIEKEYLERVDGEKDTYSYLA
The depositor's hits bear a star.

Molecule | RBX1-CUL1 inh
Clc1cccc(-c2nc(N3CCCC3)ncc2-c2nnnn2-c2ccccc2)c1 | 0
Cc1[nH][nH]c(=O)c1C(c1cccc(OCc2ccc(Cl)cc2)c1)c1c(C)[nH][nH]c1=O | -10
OCCNC1Cc2cc(Cl)ccc2Sc2ccccc21 (configuration not stated) | -7
COc1ccc(F)cc1S(=O)(=O)Nc1cccc(-c2ccc(N3CCCCCC3)nn2)c1 | -14
O=C(Nc1ccc(F)cc1)C1CCN(Cc2ccccc2)CC1 | 15
CCN1CCCC(NC2Cc3cc(Cl)ccc3Sc3ccccc32)C1 (configuration not stated) | -5
O=C(c1cc(COc2ccc3c(c2)OCO3)[nH]n1)N1CCN(CC2CC2)CC1 | 8
CC(C)(C)OC(=O)N1CCC(c2c(C(=O)NCc3ccccc3)cnn2-c2ccc(F)cc2)CC1 | 4
CC1CCc2c(sc3nnn(Cc4cccc(C(=O)OC(C)C)c4)c(=O)c23)C1 (configuration not stated) | -4
COCCC(=O)N1CCC(Oc2ccc(C(=O)N(C)CCOC)cc2)CC1 | 10
CN(Cc1ccccc1)C1(C(=O)NCCc2cnn(C)c2)Cc2ccccc2C1 | -7
CCC(=O)Nc1nnc(SC(C)C(=O)Nc2c(C)cc(C)cc2C)s1 (configuration not stated) | -2
COc1nc2ccccc2nc1CCC(=O)NCc1cc(=O)[nH]cn1 | 0
Cc1ccc(OCc2cc(=O)n3c4c(sc3n2)CCCC4)cc1C | -6
Cc1ccc(C(CC(=O)c2ccco2)SCCO)cc1 (configuration not stated) | -3
CCOC(=O)c1cnc2cc(Cl)c(OC)cc2c1Nc1ccc(Br)cc1C | -6
CCOC(=O)c1noc2ncnc(Nc3cccc(C(F)(F)F)c3)c12 | -6
C=CCNc1ncnc2sc(C(=O)NC(C)(C)C)c(C)c12 | 9
CCCCOc1ccccc1C1c2c(n[nH]c2-c2ccc(OC)cc2)OC(=N)C1C#N (configuration not stated) | -7
COC(=O)CSc1ncc2c(n1)-c1ccccc1N(Cc1cccc(F)c1)S2(=O)=O | 1
O=C(Oc1ccccc1/C=N/NC(=O)c1ccc(Cl)cc1Cl)c1ccccc1 | 17
COc1ccc(-c2ccnc3[nH]n(-c4ccccc4)c(=O)c23)cc1 | -6
CN(C)CCCNc1oc(/C=C/c2ccc(F)cc2)nc1C#N | 4
COC(=O)c1cnc2c(c1C(=O)OC)c(=O)n(C)c(=O)n2C | 14
O=C(Nc1c(Cl)cccc1Cl)NC1CCS(=O)(=O)C1 (configuration not stated) | 6

Single values from the results shown:
Value of O=C(Nc1c(Cl)cccc1Cl)NC1CCS(=O)(=O)C1 (configuration not stated) in RBX1-CUL1 inh: 6
Value of COc1nc2ccccc2nc1CCC(=O)NCc1cc(=O)[nH]cn1 in RBX1-CUL1 inh: 0
Value of COC(=O)CSc1ncc2c(n1)-c1ccccc1N(Cc1cccc(F)c1)S2(=O)=O in RBX1-CUL1 inh: 1
Value of CCC(=O)Nc1nnc(SC(C)C(=O)Nc2c(C)cc(C)cc2C)s1 (configuration not stated) in RBX1-CUL1 inh: -2
Value of CN(Cc1ccccc1)C1(C(=O)NCCc2cnn(C)c2)Cc2ccccc2C1 in RBX1-CUL1 inh: -7
Value of Cc1ccc(C(CC(=O)c2ccco2)SCCO)cc1 (configuration not stated) in RBX1-CUL1 inh: -3

Next entries follow:
Molecule | RBX1-CUL1 inh
O=C(CSc1nc(-c2ccccc2)cc(=O)[nH]1)NCc1cccs1 | 5
CCOC(=O)c1c(N=Cc2ccc([N+](=O)[O-])o2)sc2c1CCCC2 | -8
CC1C(=NC(=O)CSc2nc(-c3ccccc3)c(C#N)c(=O)[nH]2)C(=O)N(c2ccccc2)N1C (configuration not stated) | -3
CCOC(=O)C(NC(=O)COc1ccccc1)(Nc1sc2c(c1C(=O)OC)CCCC2)C(F)(F)F (configuration not stated) | 2
CCc1ccc(OCc2nnc(SCC(=O)Nc3ccccc3Cl)n2C)cc1 | 4
COc1cnn(-c2ccc(C)cc2)c(=O)c1SCc1ccccc1 | 8
Cc1ccc(-c2cc(C(=O)NCc3cnn(C)c3C)c3cc(Br)ccc3n2)cc1 | -2
COc1ccc(CNC2CCCc3nc(-c4cccnc4)ncc32)cc1F (configuration not stated) | -10
CC(C)OC(=O)c1ccccc1C(=O)OCC(=O)c1ccccc1 | -3
C/C=C(\C)CN1CCC2(CCCN(Cc3ccc(F)cc3)C2=O)C1 (configuration not stated) | 8
CCOc1ccc2nc(SCC(=O)Nc3ccccc3C(=O)O)sc2c1 | -1
COc1ccccc1C(=O)NNS(=O)(=O)c1ccccc1 | -9
CC(C)(C)c1ccc(Oc2coc3cc(O)ccc3c2=O)cc1 | 11
Cc1ccc(CNC(=O)c2cc3ccc4cccnc4c3[nH]2)cc1 | -1
Cc1ccc(NC(=O)Cc2ccccc2F)c(Br)c1 | 10
CNC(=S)Nc1ccc2c(c1)OCO2 | -2
Cc1ccc(C)n1-c1cccc(Cl)c1Cl | 3
Cc1cc(NC(=O)CSc2nc(-c3ccc4c(c3)OCO4)ccc2C#N)ccc1Br | -8
O=C(CCNS(=O)(=O)c1ccc2c(c1)CCCC(=O)N2)NCc1ccc(Cl)cc1 | -9
CC1CC(C)(C)OC(c2coc3ccccc3c2=O)O1 (configuration not stated) | 2
COC(=O)c1cc(I)c2cc[nH]c2c1 | -7
CN(Cc1ccn[nH]1)C(=O)C1CCN(c2nc(-c3ccccc3)nc3c2CCC3)CC1 | -2
O=C(NC1(C(F)(F)F)C(=O)N=C2C1C(=O)NC(=O)N2c1ccc(F)cc1)c1cccnc1 (configuration not stated) | -4
Cc1ccc2nc3c(cc(S(=O)(=O)c4ccccc4)c(=N)n3CC3CCCO3)c(=O)n2c1 (configuration not stated) | 5
CSCc1ccc(C(=O)N2CCC(c3cc(=O)[nH]c(C)n3)CC2)o1 | 10

Reprinted from the part before: 7 entries; new compounds follow.
SMILES,RBX1-CUL1 inh
O=C(CCNS(=O)(=O)c1ccc2c(c1)CCCC(=O)N2)NCc1ccc(Cl)cc1,-9
CC1CC(C)(C)OC(c2coc3ccccc3c2=O)O1 (configuration not stated),2
COC(=O)c1cc(I)c2cc[nH]c2c1,-7
CN(Cc1ccn[nH]1)C(=O)C1CCN(c2nc(-c3ccccc3)nc3c2CCC3)CC1,-2
O=C(NC1(C(F)(F)F)C(=O)N=C2C1C(=O)NC(=O)N2c1ccc(F)cc1)c1cccnc1 (configuration not stated),-4
Cc1ccc2nc3c(cc(S(=O)(=O)c4ccccc4)c(=N)n3CC3CCCO3)c(=O)n2c1 (configuration not stated),5
CSCc1ccc(C(=O)N2CCC(c3cc(=O)[nH]c(C)n3)CC2)o1,10
CC(=O)c1cccc(NC(=O)CN2C(=O)CC(c3ccc(C)cc3C)=Nc3ccccc32)c1,0
O=C(CCNS(=O)(=O)c1ccc(Br)s1)Nc1ccc(Br)cc1,-5
Brc1cnc(NCc2cccc3ccccc23)c(Br)c1,6
Cc1cccc(CSc2ccc(-c3cccs3)nn2)c1,-6
COC(=O)c1ccccc1NC(=O)Cn1c(=O)cc(C)c2c(C)nn(C)c21,3
COc1ccccc1CN1CC(C(=O)NCc2cc(C)on2)CCC1=O (configuration not stated),9
O=C(NC1CC(=O)N(c2ccccc2)C1)C(c1ccccc1)c1ccccc1 (configuration not stated),5
CCCCCCC(=O)NCCN1CCN(C(=O)CCCCCC)CC1,-1
COc1ccc(CNC2COc3ccccc3C2)c(OC)c1OC (configuration not stated),6
Cc1ccc(C)c(Oc2cc(F)nc(N)n2)c1,-2
Cc1ccc(S(=O)(=O)N2CCCN(S(=O)(=O)c3ccc(C)cc3C)CC2)c(C)c1,-1
CCn1cc(C(=O)Nc2ccccc2C(=O)c2ccccc2)c(C)n1,9
CN(C(=O)c1cc2n(n1)C(C(F)(F)F)CC(c1ccc3c(c1)OCO3)N2)c1ccc(OC(F)(F)F)cc1 (configuration not stated),0
N#CCSc1nnc(COc2ccc(Cl)cc2)n1-c1ccccc1,7
O=C(CCCc1c[nH]c2ccccc12)Nc1cccc2cccnc12,-5
O=C1NN(c2ccc(Cl)cc2)C(=O)/C1=C/c1ccc(O)cc1,2
Cc1nn(-c2ccccc2)c(C)c1/C=C/C(=O)N1CCSCC1,-10
CCc1ccc(C2N=C(N)Nc3nc4ccccc4n32)cc1 (configuration not stated),-2
CC(/C=C/c1ccc2c(c1)OCO2)=N\NC(=O)COc1cc(Cl)ccc1Cl,5
CN(C(=S)NC(=O)c1ccccc1)C1CCCCC1,7
O=C1C2C3C=CC(C4CC34)C2C(=O)N1CCCCN1CCN(c2ccc(F)cc2)CC1 (configuration not stated),-5
C=CCOc1ccc(NC(=O)CC)cc1,-8
Cc1cccc(NC(=O)Cc2noc3ccccc23)c1,-5
O=C1N=c2ccccc2=C1c1sc(Nc2ccc(O)cc2)nc1O,32*
CN(C(=O)c1ccsc1)C(Cc1ccccc1)C1CCN(C(=O)c2cccc(Cl)c2)CC1 (configuration not stated),1
O=C(CN1CCN(c2ccccc2)CC1)Nc1ccc(OC(F)(F)F)cc1,3
CN(C)CCCNc1ccnc2cc(Cl)ccc12,-4
COc1ccc(-c2cn3nc(N4CCC(C(=O)Nc5cccc(OC)c5)CC4)sc3n2)cc1,9
O=C(Nc1cccc(C(F)(F)F)c1)c1ccc(S(=O)(=O)N2CCOCC2)cc1,5
CCC(Cc1ccccc1)NC(=O)c1oc(=O)c2ccccc2c1-c1ccccc1 (configuration not stated),-3
Cc1cccc(NC(c2ccccc2)c2ccc3ccc(C)nc3c2O)n1 (configuration not stated),-1
COc1ccc(F)c(CC2(CCC(=O)NCc3cccc(OC(F)(F)F)c3)CCC(=O)N2)c1 (configuration not stated),13
CSc1ccc(-c2nnc(NC(=O)c3ccc4c(c3)OCCO4)o2)cc1,-11
COCc1ccc(C(=O)N2CCCC(CCC(=O)NCc3ccccc3F)C2)o1 (configuration not stated),9
COc1cccc(Cn2ccc(-c3cccc(-c4ncccn4)c3)n2)c1,7
Cc1cccn2c(=O)c3cc(S(=O)(=O)c4ccc(Cl)cc4)c(=N)n(C4CCCCC4)c3nc12,-5
COc1c(Cl)cc(Cl)cc1C1C2C(=O)CC(C)(C)CC2=Nc2ccccc2N1C(=O)C(F)(F)F (configuration not stated),-13
CC1(C)COC2(NC1=O)c1ccccc1-c1ccccc12,10
Nn1c(SCC(=O)Nc2ccc(Br)cc2)nnc1-c1ccccc1,4
CCCCNC(=O)c1nnn(-c2cc(C)cc(C)c2)c1C,4
Cc1cc(C)c(NC(=O)C2CCN(S(=O)(=O)N(C)C)CC2)c(C)c1,7
O=S(=O)(Nc1cccc(N2CCCC2)c1)c1ccc2ccccc2c1,5
O=C(NC1(C(F)(F)F)N=C(c2ccccc2)N(C2CCCCC2)C1=O)c1ccc(F)cc1 (configuration not stated),-3
CN1CCc2nc3sc(C(=O)Nc4ccc(Cl)cc4F)c(N)c3cc2C1,6
O=C1C2C(C(=O)N1c1cccc(Cl)c1)N1C(c3cccs3)C3C(=O)N(c4cccc(Cl)c4)C(=O)C3N1C2c1cccs1 (configuration not stated),-13
Cc1ccc2c(=O)cc(C(=O)Nc3ccc(S(=O)(=O)Nc4onc(C)c4C)cc3)oc2c1,-1
CC1CN(C(=O)c2csc3nc(-c4ccc(F)cc4)cn23)CCN1C (configuration not stated),-2
CC(C)(C)c1ccccc1OCC(=O)Nc1ccc(OCc2ccccc2)cc1,9
COc1ccc2c(c1)-c1nc(-n3ncc(C(=O)N4CCN(C5CCCC5)CC4)c3C)ncc1CC2,1
CC(C)NC(=O)c1sc2nc(-c3cccs3)cc(-c3ccc(Cl)cc3)c2c1N,-2
CCc1ccccc1N(CC(=O)N1CCN(C)CC1)S(C)(=O)=O,8
CCCCCNC(=O)c1cc(-c2cccc(C)c2)nc2ccccc12,1
COc1ccccc1N1CCN(C(=O)Cc2ccccc2C)CC1,-3
Cc1ccc(NC(=S)NC(=O)CC2CC(C)(C)OC2=O)cc1 (configuration not stated),1
Cc1noc(NS(=O)(=O)c2ccc(NC(=O)c3c(-c4ccccc4Cl)noc3C)cc2)c1C,7
COc1ccc(N/N=C(/N)C(C)=O)cc1,5
COc1cc(C)c(S(=O)(=O)Nc2cc(C)ccn2)cc1C(C)C,-4
O=C(Cn1nnnc1CN1CCCC1)NC1CCN(Cc2ccccc2)CC1,-6
CC(C)c1ccc(/C=C/c2nn3c(-c4ccncc4)nnc3s2)cc1,-14
O=C(CCS(=O)(=O)c1cccc2nonc12)Nc1ccc(F)cc1F,6

Fetched by compound from above:
SMILES,RBX1-CUL1 inh
CC(C)NC(=O)c1sc2nc(-c3cccs3)cc(-c3ccc(Cl)cc3)c2c1N,-2
Cc1noc(NS(=O)(=O)c2ccc(NC(=O)c3c(-c4ccccc4Cl)noc3C)cc2)c1C,7

Additional compounds
SMILES,RBX1-CUL1 inh
CCc1c(C)sc(N2C(=N)C(C#N)C(C(F)(F)F)(C(F)(F)F)C3CCCCC=C32)c1C#N (configuration not stated),5
Cc1ccc(-n2nnnc2/C=C/N2CCN(c3ccc(F)cc3)CC2)cc1,8
CCCC(C)NC(=O)c1ccc(C(C)(C)C)cc1 (configuration not stated),-2
COC(=O)c1cccc(Cn2nnc3sc4c(c3c2=O)CCC(C(C)(C)C)C4)c1 (configuration not stated),4
S=C(N=C(Nc1ccccc1)c1ccccc1)N1CCCC1,-5
CC12CCC(C(=O)Nc3ccccc3C(F)(F)F)(c3nc4ccccc4nc31)C2(C)C (configuration not stated),9
O=S(=O)(c1ccc(OC(F)(F)F)cc1)N1CCOCC1,-2
CC1C(=NC(=O)c2cc(-c3ccc(O)cc3)on2)C(=O)N(c2ccccc2)N1C (configuration not stated),-7
COCCOC(=O)c1c(C)oc2cc(Br)c(OCc3ccccc3Cl)cc12,-2
CC1=NC2=C(C(=O)CC(C)(C)C2)C(c2ccc(-c3cccc(Cl)c3)o2)C1C(=O)Nc1ccc(C)cn1 (configuration not stated),-13
CCOC(=O)C1=C(C)N=C(C)C(C(=O)OCC)C1c1ccc([N+](=O)[O-])o1 (configuration not stated),1
CNc1nc2c(c(=O)n(C)c(=O)n2C)n1CC(O)COc1ccc(OC)cc1 (configuration not stated),-2
O=C1NN=C(CSc2n[nH]c(=S)s2)CS1,3

Some of the compounds tested, so the mix of outcomes need not match the whole.
